Assay outcomes: PubChem, several laboratories
IDE cell activ: boosts human insulin-degrading enzyme activity in HEK cells. P14735. FAbeta-B cleavage, fluorescence polarization; 0% vehicle, 100% cell-free pure enzyme wells. activation, % at 5.96 µM. hit rate 0.073% among 340,000;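 active = activation above the mean of all tested compounds plus 3 SD, set per screening campaign, cut at about 17% in these data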
UBC9 SUMO inh: blocks human SUMOylation mediated by UBC9 | AID 2006 | P63279 | HTRF SUMOylation assay, SAE1/SAE2 + UBC9, in vitro | hit rate 0.36% among 290,000 | inhibition, % at 35 µM; in the data active = inhibition above about 50%, passing the limit was not always enough; also: strong numbers were not always called active
FID counter: displaces DNA intercalator in HCV helicase counter-screen | DNA fluorescent intercalator displacement, fluorescence | inhibition, % at 7.9 µM | hit rate 0.17% among 290,000; in the data active = inhibition above about 37%;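 also: 0% = vehicle and 100% = reference compound; higher means more ethidium bromide displaced from hairpin DNA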
M18AAP inhibitor: PfM18AAP enzyme inhibition. hit rate 1.2% among 290,000. inhibition, % at 7.35 µM. recombinant PfM18AAP, H-Glu-NHMec fluorogenic cleavage;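 active = inhibition above the campaign mean inhibition over all tested compounds plus 3 SD, cut at about 28% in these data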;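 also: 0% = plate median of test compound wells and 100% = 2 mM ZnCl2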
VIM-2 inh: blocks Pseudomonas aeruginosa VIM-2 metallo-beta-lactamase. purified VIM-2, nitrocefin hydrolysis, epi-absorbance fluorescence. inhibition, % at 5.6 µM. hit rate 0.89% among 290,000. AID 1527;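 active = inhibition above the mean of all tested compounds plus 3 SD, cutoff set per screening run, cut at about 7.5% in these data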;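 also: red hydrolysis product quenches plate fluorescence so inhibitors raise well fluorescence; 0% = enzyme with DMSO and 100% = DMSO without enzyme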
HCV NS3 hel inh: inhibitors of Hepatitis C virus NS3 helicase; inhibition, % at 10.9 µM; NS3 helicase DNA unwinding, Cy5 molecular beacon fluorescence; hit rate 0.56% among 290,000; AID 1800;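 active = inhibition above the mean of all tested compounds plus 3 SD, set per campaign, cut at about 35% in these data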;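 also: 0% = DMSO wells and 100% = thioflavine S control wells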
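Assay system: hepatitis C virus NS3 helicase domain fragment enzyme. Also added: annealed dual-labelled DNA beacon duplex, ATP-started. Timing: 1 h reaction at 25 °C, ATP-initiated. Technique: Cy5 fluorescence at 0 and 60 min, beacon hairpin quenching. Evaluation: % inhibition of unwinding. Replication: one well per compound.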
IDE inh: inhibitors of human insulin-degrading enzyme in cells. P14735. inhibition, % at 5.59 µM. AID 434962. HEK cells, FAbetaB cleavage, fluorescence polarization. hit rate 0.41% among 320,000;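 active = percent inhibition above the average of all tested compounds plus 3 SD, set per screening campaign, cut at about 16% in these data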;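 also: IDE supplied by intact live HEK cells; FP after avidin binding of uncleaved biotin substrate so inhibition keeps polarization high; 0% = DMSO wells and 100% = 60 µM reference IDE inhibitor Ii1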
IMP-1 inh: blocks Pseudomonas aeruginosa IMP-1 metallo-beta-lactamase; hit rate 0.45% among 290,000; purified IMP-1, nitrocefin hydrolysis, epi-absorbance fluorescence; inhibition, % at 5.6 µM;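 active = inhibition above the mean plus 3 SD of all compounds in the same screening run, cut at about 4.5% in these data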;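 also: 0% = IMP-1 with DMSO and 100% = DMSO wells lacking enzyme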
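Test system: recombinant IMP-1 enzyme, purified / Medium: HEPES buffer pH 7.1 with ZnSO4 and Brij 35 / Doses: single dose, 5.6 µM / Times: 25 °C, 15 min preincubation, 25 min reaction / Detection: Epi-absorbance via hydrolysed-nitrocefin quenching of white-plate fluorescence, 480/530 nm, EDTA stop / Evaluation: percent inhibition from optical density relative to buffer-blank wells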
pCIP destab: p/CIP protein destabilization; Q05BA5; F442A p/CIP-EGFP cells, EGFP fluorescence, 16 h; decrease of EGFP signal, % at 10 µM; hit rate 0.01% among 290,000; AID 1984;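 active = EGFP signal decrease of at least 30% at 10 µM or well 3 SD below plate mean, unless failing retest; inactive = the rest, including hits failing retest or dose response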; also: some compounds called inactive have numbers as strong as hits; many of its hits are not listed in these tables
* hit, by the source's call; x = not tested or not shown.

canonical_smiles	IDE cell activ	UBC9 SUMO inh	FID counter	M18AAP inhibitor	VIM-2 inh	HCV NS3 hel inh	IDE inh	IMP-1 inh	pCIP destab
CCOc1ccccc1N(C)C(=O)c1cn(CC)c(=O)c2cc(OC)c(OC)cc12	4	11	-36	-2	0.6	-4	x	-2.5	-4
CCOC(=O)C1=C(Cc2ccc(F)cc2)C(=O)c2ccccc2C1=O	-50	8	0	-24	1.3	13	11	-5.2	-41
O=C(/C=C/c1ccccc1)NCc1ccc2c(c1)OCO2	-1	1	-13	-7	-2.6	16	11	-5.5	-3
CN1CCN(C(=O)CCc2nc(-c3ccc(Cl)cc3)no2)CC1	2	6	6	2	2.9	-6	-1	-1.5	1
O=C(CN1CCN(Cc2ccccc2Cl)C1=O)NC1CCCCCCC1	4	0	-39	-16	-4.6	2	2	-4.4	-14
CCOc1ccc(N(CC(=O)NCc2cccs2)S(=O)(=O)c2c(C)noc2C)cc1	-2	1	-25	-1	-2.8	2	0	-4.4	-14
CCOC(=O)c1c(NC(=O)c2cc3n(n2)C(C(F)(F)F)CC(c2cccs2)N3)sc(C)c1C (stereo unspecified)	6	4	1	0	-3.6	6	5	-1.6	-4
NS(=O)(=O)c1cc(C(=O)N=Nc2c(O)[nH]c3ccccc23)ccc1Cl	3	5	20	6	-1.2	15	-4	-2.8	1
NC(=O)C1CCN(C(=O)c2cc3n(n2)C(C(F)(F)F)CC(c2ccco2)N3)CC1 (stereo unspecified)	0	12	-6	1	-4.4	13	3	0.8	-9
Cc1nn(CC(=O)c2ccc(Cl)cc2Cl)c(C)[n+]1N	1	4	15	-5	-3.3	-2	1	-4.5	-2
COc1ccc(OCC(=O)N/N=C/c2ccc(N(C)C)cc2)cc1	1	18	-15	3	-2.4	-2	4	-1.2	-1
O=C(NCC(=O)N(c1ccc(F)cc1)C(C(=O)NCC1CCCO1)c1ccccc1)c1ccco1 (stereo unspecified)	4	18	-22	-1	-1.3	1	2	1.1	-8
Cn1c(=O)n(/N=C/c2ccccc2)c2ccccc21	0	1	-10	-6	-4.0	-3	-3	-4.6	2
CNc1c(NS(=O)(=O)c2ccc(Cl)s2)c(=O)oc2ccccc12	3	0	-12	0	-2.9	-8	2	0.0	-5
C[C@H](NC(N)=O)C(=O)OCC(=O)Nc1ccc(OC(F)F)cc1	0	11	0	3	-2.7	-3	4	-2.9	4
COc1ccc(CN(CCC(c2ccccc2)c2ccc(OC(C)C)cc2)C(=O)CCl)cc1OC (stereo unspecified)	5	-29	-32	1	-1.4	-12	-1	-3.9	-7
COc1cccc(CNC(=O)CN(c2ccc(C(C)C)cc2)S(=O)(=O)c2c(C)noc2C)c1	6	-22	-30	4	2.0	-13	2	-0.8	0
O=C(O)c1c(NC(=O)c2cccc3ccccc23)sc2c1CCC2	-2	23	-11	-8	-1.8	16	1	-2.2	16
COc1ccc(N2CCN(Cc3nc4c(c(=O)[nH]c(=O)n4C)n3CC(C)=O)CC2)cc1	-5	-10	-8	0	-1.4	28	3	-3.8	7
O=C(O)COCC(=O)N1CCc2c([nH]c3ccccc23)C1C(F)(F)F (stereo unspecified)	5	5	-6	-11	-0.2	5	0	0.1	-7
Cc1cccc(NS(=O)(=O)c2cc(C(=O)N3CCCCCC3)ccc2C)c1	-1	11	-30	4	-2.0	-16	1	-0.8	-3
N#C/C(=C\c1ccc(-c2ccccc2)cc1)c1nc(-c2ccco2)cs1	-4	5	-2	4	-1.1	6	7	-2.8	7
CC(=O)Nc1ccc(C(=O)CSc2nccc(=O)[nH]2)cc1	x	5	1	-6	0.4	-4	3	-0.6	5
CN(Cc1ccc(F)cc1)C(=O)C(c1ccccc1)c1ccccc1	2	-9	-33	-4	-0.5	9	2	-0.2	-3
CC(=O)Nc1ccc(S(=O)(=O)N2CCN(c3cccc(C)c3C)CC2)cc1	-18	-21	-12	-6	-2.4	-2	14	-2.6	0
Cc1ccc(C2/C(=C(/O)c3ccc(Br)cc3)C(=O)C(=O)N2Cc2ccco2)o1 (stereo unspecified)	3	11	-2	8	-1.3	14	2	-3.2	-8
COc1cc2c(c(OC)c1OC)-c1c(cc3c(c1OC)OCO3)C1OC2[C@@H](C)[C@H]1C (stereo partly specified)	-1	7	x	x	x	x	-1	x	-3
Cc1cc(C(=O)OCC(=O)N2CCN(c3ccccc3)CC2)c2ccccc2n1	-1	18	-25	-11	-1.6	-19	1	-2.3	-1
CC1=Nc2cc(C(=O)NCCCOC(C)C)ccc2Sc2ccccc21	4	11	-38	-1	-2.2	10	-5	-2.6	6
COc1ccc(N(CCC#N)S(=O)(=O)c2cccc3nsnc23)cc1	3	14	-3	-2	-0.6	12	2	-3.2	1

Looked up above:
pCIP destab, `CC(=O)Nc1ccc(C(=O)CSc2nccc(=O)[nH]2)cc1` = 5
FID counter, `N#C/C(=C\c1ccc(-c2ccccc2)cc1)c1nc(-c2ccco2)cs1` = -2

Later entries.
canonical_smiles	IDE cell activ	UBC9 SUMO inh	FID counter	M18AAP inhibitor	VIM-2 inh	HCV NS3 hel inh	IDE inh	IMP-1 inh	pCIP destab
Cc1cccc2sc(NC(=O)CNS(=O)(=O)c3ccc(Br)s3)nc12	-8	-8	10	-6	-3.2	9	2	-5.9	-7
CCC(=Nc1ccc(N)cc1)C1=C(O)C(C(=O)OC)C(C)(C)CC1=O (stereo unspecified)	3	36	-23	8	-2.6	47*	-1	-0.4	0
COc1ccccc1-c1nc2cc3ccccc3cc2nc1-c1ccccc1OC	1	3	1	-4	-2.2	4	-8	-2.3	1
O=C(OCCN1CCOCC1)c1ccc2c(c1)OCCO2	4	14	2	-4	-2.5	-4	-4	-3.9	2
O=C(COC(=O)C1(c2ccc(F)cc2)CCCC1)NCc1ccc2c(c1)OCO2	1	-17	-27	5	-3.3	-19	-3	-1.9	-13
CCOC(=O)C1C(=O)NC(N2CCc3ccccc32)=NC1c1ccccc1 (stereo unspecified)	-3	-2	-16	-6	0.9	-2	2	-3.1	-14
CCN1C(=O)/C(=C2\SC(=S)N(c3c(C)n(C)n(-c4ccccc4)c3=O)C2=O)c2ccccc21	6	4	-2	3	-0.3	-1	-13	-2.1	-7
CCOC(=O)c1cc2c(=O)n3ccccc3nc2n(Cc2ccco2)c1=NC(=O)c1ccccc1OC	1	24	-17	-33	-0.7	10	-1	-3.6	-12
CCN1CCN(CC2COc3ccccc3O2)CC1 (stereo unspecified)	-3	3	9	-7	0.8	-3	0	-0.9	-11
Nc1cc(=O)[nH]c(SCC(=O)N2CCCc3ccccc32)n1	6	-1	-16	9	-3.8	6	7	-1.2	3
CC1(C)CC(=O)C(C=NCc2ccc3c(c2)OCO3)=C(O)C1	-4	0	-3	-1	-2.0	1	0	-1.1	0
CC(Sc1nc2ccccc2s1)C(=O)N(C)Cc1ccccc1 (stereo unspecified)	3	1	-32	5	-0.6	-4	1	-2.4	-6
COc1ccccc1CN(CC(=O)NCc1ccc2c(c1)OCO2)C(=O)c1csnn1	3	6	-21	1	0.6	-1	-5	-1.5	-3
C/C=C/c1ccc(OCC(=O)Nc2ccc(OC)c(OC)c2)c(OC)c1	-2	14	-25	2	0.2	-3	-3	0.0	6
Cc1ccc(C(C)C)cc1OCCCCN1CCCC1	1	-11	13	2	-3.2	-11	1	-2.3	-6
CCCCn1nnc(NC(=O)COc2ccc(Cl)c(C)c2)n1	2	-4	-9	-4	-0.7	11	2	-5.1	2
Cn1ccnc1C1CCCCN1Cc1nc(-c2ccc(Cl)cc2)no1 (stereo unspecified)	4	32	8	0	-1.9	-9	-6	-1.0	-7
CCCN1CCN(C(=O)CCNC(=O)Cn2cnc3ccccc3c2=O)CC1	2	7	-3	6	-0.8	0	-2	-0.7	-18
O=C(NCCO)/C(=C\c1ccc2c(c1)OCO2)NC(=O)c1ccc(Br)cc1	3	5	-5	0	-2.2	-20	1	-0.7	-2
Cc1cc(NC(=O)/C(C#N)=C/c2ccc(-c3ccc(SC(F)F)cc3)o2)n(-c2ccccc2)n1	-3	14	-6	-4	-1.2	7	-4	-1.8	0
Cc1ccc(NC(=O)CN(C)S(=O)(=O)c2cnc[nH]2)c(C)c1	4	19	2	-9	-1.3	10	-2	-4.0	3
COCCCNC(=O)c1cn(Cc2c(F)cccc2Cl)nn1	5	-9	-2	5	-2.6	3	6	-2.0	-8
CCCNC(=O)c1ccccc1NC(=O)C1=CSCCO1	3	-8	-11	1	-0.7	0	-1	-0.9	-4
Cc1c(NC(=S)NC(=O)c2ccc(-c3ccc(Cl)cc3)o2)cccc1C(=O)O	-4	21	-8	-7	-3.9	11	-2	-2.1	7
CCOc1ccc(S(=O)(=O)n2ccc(C)n2)c2ccccc12	5	-6	-8	3	2.9	-5	0	-0.8	5
CCn1c(SCC(=O)Nc2nnc(C)s2)nc2c(c1=O)SC(C)C2 (stereo unspecified)	3	-9	-1	-1	0.8	-1	0	-1.4	2
Cn1cc([N+](=O)[O-])c(C(=O)N2CCCCCC2)n1	0	9	-1	-2	-2.2	1	0	-1.7	-8

Two compounds drawn at random from those above:
canonical_smiles	IDE cell activ	UBC9 SUMO inh	FID counter	M18AAP inhibitor	VIM-2 inh	HCV NS3 hel inh	IDE inh	IMP-1 inh	pCIP destab
Nc1cc(=O)[nH]c(SCC(=O)N2CCCc3ccccc32)n1	6	-1	-16	9	-3.8	6	7	-1.2	3
CCOc1ccc(S(=O)(=O)n2ccc(C)n2)c2ccccc12	5	-6	-8	3	2.9	-5	0	-0.8	5
